# From PubChem
# POLK inh: inhibitors of human DNA polymerase kappa; Q9UBT6; purified Pol kappa, fluorescent DNA synthesis assay, 10 min; Potency, µM (titrated, usually from 107 µM), without a hit: top-dose activity, negative = inhibition, hits mostly inhibitors; 400,000 tested, 0.53% active; note: potency is the fitted concentration of half-maximal effect; % is set by controls: 0 for no effect and ±100 for the full control effect
# Target sequence (Q9UBT6 whole entry, looked up): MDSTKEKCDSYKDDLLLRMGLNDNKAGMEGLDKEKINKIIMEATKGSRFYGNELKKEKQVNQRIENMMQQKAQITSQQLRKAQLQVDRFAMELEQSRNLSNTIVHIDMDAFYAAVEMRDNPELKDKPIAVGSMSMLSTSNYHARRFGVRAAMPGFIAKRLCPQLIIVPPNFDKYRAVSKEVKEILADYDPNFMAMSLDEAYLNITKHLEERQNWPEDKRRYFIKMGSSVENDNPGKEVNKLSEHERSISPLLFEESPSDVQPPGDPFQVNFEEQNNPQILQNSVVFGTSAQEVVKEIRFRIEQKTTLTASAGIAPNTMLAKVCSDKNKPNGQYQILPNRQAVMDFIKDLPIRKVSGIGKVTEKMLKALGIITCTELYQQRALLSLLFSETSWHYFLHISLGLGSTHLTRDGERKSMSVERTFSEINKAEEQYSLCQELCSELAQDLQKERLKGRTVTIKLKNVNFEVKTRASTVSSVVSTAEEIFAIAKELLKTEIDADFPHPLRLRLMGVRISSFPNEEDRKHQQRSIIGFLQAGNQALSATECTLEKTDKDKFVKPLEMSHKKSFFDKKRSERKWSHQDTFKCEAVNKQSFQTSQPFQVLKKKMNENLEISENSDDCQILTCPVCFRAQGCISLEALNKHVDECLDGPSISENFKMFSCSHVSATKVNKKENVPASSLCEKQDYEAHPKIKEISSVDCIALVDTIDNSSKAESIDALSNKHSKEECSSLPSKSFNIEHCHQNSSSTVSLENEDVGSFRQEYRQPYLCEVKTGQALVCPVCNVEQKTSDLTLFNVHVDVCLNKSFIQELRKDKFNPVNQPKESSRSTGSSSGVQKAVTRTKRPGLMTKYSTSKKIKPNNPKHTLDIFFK
#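 Activity was followed as the change in fluorescence between reads at 0 and 10 min after starting the reaction with 50 nM substrate. Beforehand, 10 nM polymerase had been preincubated with compound for 15 min at room temperature.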
# Apoferritin bind: binds horse apoferritin like a general anesthetic. Potency, µM (highest dose often 77.5 µM), for the others: at the highest dose activity change, negative = displacement, most hits filed as inhibitors. P02791. 350,000 tested, 0.074% active. apoferritin/1-aminoanthracene competitive binding, fluorescence; note: potency is the fitted concentration of half-maximal effect; % is set by controls: 0 for no effect and ±100 for the full control effect; nearly all actives have a fitted effect of over 20% in size
# Target sequence (P02791 2-175 limits assumed): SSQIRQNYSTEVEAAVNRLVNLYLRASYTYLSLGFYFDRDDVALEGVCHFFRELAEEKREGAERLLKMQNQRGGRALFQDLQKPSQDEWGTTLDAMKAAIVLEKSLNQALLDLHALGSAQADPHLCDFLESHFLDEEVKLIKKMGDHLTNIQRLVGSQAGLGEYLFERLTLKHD
#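 Apoferritin-based anesthetic binding model; compound displacement of fluorescent 1-AMA measured as endpoint fluorescence after 10 minutes at room temperature, scaled to free-ligand and complex controls.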
# RXFP1 antagonist: RXFP1 (human) relaxin receptor antagonism; Q9HBX9; HEK293-RXFP1, relaxin-stimulated cAMP HTRF, 30 min; stronger effect = lower value; activity change, negative = inhibition, % at 57.5 µM; 350,000 tested, 0.59% active;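 active = activity change of -60% or lower, but not beyond a set lower limit; inconclusive = change between -60% and -40%, or beyond the set limit; inactive = change above -40%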; note: % is set by controls: 0 for no effect and ±100 for the full control effect
# BLM inh: blocks DNA unwinding by human BLM helicase | P54132 | recombinant BLM DNA unwinding, fluorescence dequenching | Potency, µM (series often up to 56.1 µM), inactives show at the top dose activity change, negative = inhibition, hits mostly inhibitors | 350,000 tested, 0.2% active | AID 2528;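 note: potency is the fitted concentration of half-maximal effect; plate controls were vehicle for no effect and no enzyme for full effect; nearly all actives have a fitted effect of over 35% in size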
# APEX1 inh: inhibitors of human APE1 endonuclease; AID 2517; P27695; Potency, µM (titrated, usually from 65.8 µM), for inactives: at the top dose activity change, negative = inhibition, most hits filed as inhibitors; 350,000 tested, 0.35% active; recombinant APE1, TAMRA/BHQ-2 abasic DNA cleavage fluorescence;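 note: potency is the fitted concentration of half-maximal effect; plate controls were vehicle for no effect and reference inhibitor for full effect; nearly all actives have a fitted effect of over 55% in size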
#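 Endonuclease cleavage of a quenched abasic-site DNA duplex (50 nM) by APE1 (0.75 nM) was tracked by TAMRA dequenching. Compounds were preincubated with enzyme 15 min at room temperature; data normalized to buffer-only and DMSO wells plus NSC13755 control.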
# Pol iota inh: blocks human DNA polymerase iota activity. Q9UNA4. Pol iota fluorescent replication assay, 10 min. Potency, µM (top dose mostly 115 µM), for inactives: at the top dose activity, negative = inhibition, usual class: inhibitors. 390,000 tested, 1% active. AID 588590; note: potency is the fitted concentration of half-maximal effect
#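 Pol iota at 10 nM preincubated 15 min with compounds at room temperature; reaction started with fluorescent substrate, 50 nM final. Fluorescence read kinetically at 0 and 10 min; buffer-only wells as negative control.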
# PGK inhibitor: blocks T. brucei phosphoglycerate kinase | 380,000 tested, 0.043% active | Potency, µM (top dose mostly 57.5 µM), for the others: top-dose activity change, negative = inhibition, usual class: inhibitors | PGK/GAPDH coupled, Kinase-Glo luminescence, 60 min; note: potency is the fitted concentration of half-maximal effect; % is set by controls: 0 for no effect and ±100 for the full control effect; nearly all actives have a fitted effect of over 60% in size
#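 Luminescent ATP detection (Kinase-Glo Plus) follows a 60-minute room-temperature incubation, with wells lacking PGK as controls. Buffer: 100 mM TEA (pH 7.6), 5 mM MgCl2, 0.01% Tween-20. Coupling enzyme GAPDH (100 nM final) supplies unstable 1,3-BPG in-well.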
# Pol beta inh: DNA polymerase beta (human) inhibition. P06746. Pol beta primer extension/strand displacement, fluorescence kinetic. Potency, µM (titrated, usually from 114 µM), without a hit: at the highest dose activity change, negative = inhibition, usual class: inhibitors. 340,000 tested, 1.3% active; note: potency is the fitted concentration of half-maximal effect; % is set by controls: 0 for no effect and ±100 for the full control effect
#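 Human Pol beta at 10 nM; strand-displacement substrate 50 nM final. Compound exposure 15 min at room temperature before start, reaction 10 min at room temperature.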
# POLH inh: blocks human DNA polymerase eta activity; Q9Y253; recombinant Pol eta, fluorescent DNA replication assay; Potency, µM (series often up to 114 µM), inactives show top-dose activity change, negative = inhibition, hits mostly inhibitors; 390,000 tested, 1.2% active; note: potency is the fitted concentration of half-maximal effect; % is set by controls: 0 for no effect and ±100 for the full control effect
#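 Pol eta (10 nM) was preincubated with compounds for 15 min at room temperature, after which fluorescent replication substrate (50 nM final) was added to start the reaction. Fluorescence was read kinetically at 0 and 10 min.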
# Numbers without * were called inactive; i = inactive; u = inconclusive; x = no result given; [ ] = remark or other dose. Unless noted, calls come from the whole dose curve; as a rule, active = well fitted curve in the direction sought with a large enough effect; inconclusive = small, poorly fitted or top-dose-only effect, or another doubt; inactive = no such curve, though single readings can be large; an effect the other way counts as inactive or inconclusive.
canonical_smiles,POLK inh,Apoferritin bind,RXFP1 antagonist,BLM inh,APEX1 inh,Pol iota inh,PGK inhibitor,Pol beta inh,POLH inh
COCCN(CC(=O)Nc1cccc(C)c1C)C(=O)CN1C(=O)NC2(CCCCC2)C1=O,11.8%,x,-5.2,x,29.5%,55.4%[activator],-0.5%,x,-7.6%
COc1ccc(NC(=O)C2CC(=O)OC23CCOC(C)(C)C3)cc1 (stereo not given),-11.7%,-10.3%,1.2,-4.9%,20.3%,6.4%,5.4%,11.3%,-4.0%
O=C(c1ccco1)N1CCN(Cc2cccnc2)CC1,-9.1%,3.4%,0.2,0.6%,0.1%,21.0%,0.1%,1.3%,4.8%
CCOCCCNC(=S)N1CCC(NC(=O)C2CCCCC2)CC1,-11.0%,-2.6%,-4.5,-2.7%,-1.6%,7.9%,-0.5%,30.0%,-21.9%
COc1ccc(NC(=O)Nc2cccc3ccccc23)cc1OC,1.2%,-11.1%,-4.6,-5.8%,6.5%,-10.0%,-0.5%,4.1%,-20.0%
CC(=O)Nc1ccc(S(=O)(=O)NCCCCNS(=O)(=O)c2ccc(NC(C)=O)cc2)cc1,-4.7%,1.5%,-2.4,-1.5%,1.1%,11.4%,-6.1%,20.1%,0.9%
O=C(CN(C(=O)CCC(=O)Nc1nccs1)c1ccc(F)cc1)NCc1ccc(F)cc1,-6.2%,-0.3%,12.4,-1.4%,83.3%[activator],65.5%[activator],i,9.8%,-16.2%
O=c1[nH]c2ccc(S(=O)(=O)N3CCCCC3)cc2o1,u,7.2%,-18.2,-1.1%,-0.7%,u,x,-29.1%,-10.4%
Cc1ccc(S(=O)(=O)/C=C/c2ccccc2)cc1,-16.4%,-11.3%,-5.0,-5.4%,1.3%,7.2%,5.8%,-0.5%,-17.0%
CCn1c(SCC(=O)Nc2cc(C)on2)nnc1-c1ccc(S(=O)(=O)N2CCCC2)cc1,-8.1%,-13.4%,-3.8,-1.0%,0.6%,18.7%,1.1%,10.2%,-5.3%
COc1ccc(N(CC(=O)NCc2ccc(F)cc2)C(=O)CCC(=O)Nc2nccs2)cc1,2.2%,-0.8%,-14.5,-8.5%,-14.2%,10.5%,-6.6%,18.3%,-11.3%
CCOC(=O)N/N=C/c1ccccc1OCc1ccc(Cl)cc1,-5.5%,-15.4%,-10.7,-7.7%,6.1%,-7.1%,-1.7%,6.5%,-19.1%
CCC(SC1=Nc2ccccc2C2=NC(CC(C)C)C(=O)N12)C(=O)Nc1ccc2c(c1)OCO2 (stereo not given),0.2%,6.0%,-13.0,-15.1%,-4.5%,7.2%,8.6%,u,-3.6%
CCOP(=O)(OCC)C(Nc1ccc(OC)cc1)c1ccco1 (stereo not given),-10.5%,-3.6%,1.6,-2.0%,5.8%,12.7%,-7.4%,20.1%,-5.3%
CC(C)C(C)N(Cc1ccc(C(=O)O)cc1)C(=O)c1ccc2ccccc2n1 (stereo not given),-6.0%,x,-4.5,x,x,u,-9.5%,x,-20.3%
CC1=C(C(=O)Nc2ccc(C)cn2)C(c2cnn(C)c2)C2=C(CCCC2=O)N1 (stereo not given),-8.4%,78.5%[activator],5.1,1.7%,4.1%,10.4%,i,23.1%,-9.2%
CCOc1ccc(Nc2oc(-c3ccc(COc4ccc(OC)cc4)o3)nc2C#N)cc1,-26.2%,118.1%[activator],-9.7,-6.6%,x,7.5%,i,u,-2.4%
CCOC(=O)c1ccc(S(=O)(=O)N2CCN(C(=O)c3cc4ccccc4o3)CC2)cc1,-4.7%,x,-19.4,x,4.2%,25.3%,-0.8%,x,-6.9%
COc1ccc(Cl)cc1NC(=O)CN(C)C(=O)CN1C(=O)NC2(CCCC2)C1=O,-8.8%,x,-2.4,x,-17.1%,17.7%,1.3%,x,-7.0%
CCCC(=O)Nc1sc(Cc2ccccc2)c(C)c1C(N)=O,-1.6%,-14.8%,3.8,-1.7%,0.6%,-7.8%,0.5%,u,-29.4%
O=C(NC(=S)Nc1nc2c(s1)CCCC2)c1ccccc1,-16.5%,-2.5%,-2.8,4.0%,1.1%,20.4%,17.2%,u,-17.4%
O=C(NC1=NCCS1)c1ccc(Cl)c(S(=O)(=O)N2CCCCC2)c1,-11.5%,u,1.0,-8.0%,3.2%,25.2%,-8.9%,-0.2%,8.0%
COc1ccccc1CNC(=O)c1cc(C2CC2)nc2c1cnn2C(C)C,-7.4%,x,-4.3,x,12.9%,10.4%,-4.4%,x,-13.8%
O=S(=O)(Nc1ncn[nH]1)c1ccc(Cl)cc1,0.3%,-9.0%,2.7,-3.2%,21.3%,15.9%,i,34.6%,-18.2%
COc1ccc2c(c1)C(c1cccs1)=NNC(c1cccnc1)=N2,-17.5%,u,-2.1,-5.3%,-0.9%,4.1%,2.6%,3.9%,2.5%

# Only Pol beta inh (4 entries from above):
smiles | Pol beta inh
COc1ccc(NC(=O)Nc2cccc3ccccc23)cc1OC | 4.1%
CC(=O)Nc1ccc(S(=O)(=O)NCCCCNS(=O)(=O)c2ccc(NC(C)=O)cc2)cc1 | 20.1%
O=C(CN(C(=O)CCC(=O)Nc1nccs1)c1ccc(F)cc1)NCc1ccc(F)cc1 | 9.8%
O=c1[nH]c2ccc(S(=O)(=O)N3CCCCC3)cc2o1 | -29.1%

# Next results.
canonical_smiles,POLK inh,Apoferritin bind,RXFP1 antagonist,BLM inh,APEX1 inh,Pol iota inh,PGK inhibitor,Pol beta inh,POLH inh
O=C(Cc1ccc(NS(=O)(=O)c2ccc(F)cc2)cc1)NCc1ccccc1,-2.2%,u,-19.0,-5.2%,-3.4%,-1.8%,i,-17.6%,-9.8%
COc1cc2c(cc1[N+](=O)[O-])n(C(C)C)c(=O)n2C(C)C,12.8%,-12.9%,-9.4,8.4%,-5.7%,-13.7%,-4.6%,-1.4%,-8.3%
C#Cc1cccc(C(=O)N2CCCC(CCC(=O)NCc3ccccc3F)C2)c1 (stereo not given),-7.6%,x,-6.6,x,x,12.7%,-8.1%,x,-23.7%
Cc1cc(Cl)nc(-c2ccccc2)n1,-1.8%,-2.8%,4.3,-1.6%,7.5%,42.9%[activator],-7.6%,-3.2%,-21.7%
O=C(NCC(c1cccs1)N1CCOCC1)c1ccccc1NS(=O)(=O)c1ccc(Br)cc1 (stereo not given),-0.4%,-9.3%,-4.9,0.7%,0.9%,5.3%,4.4%,10.4%,-16.7%
CCc1cc(=O)oc2cc(C)cc(OCC(=O)N3CCC[C@@H]3C(=O)O)c12,12.8%,-6.8%,x,0.6%,9.4%,9.1%,-3.4%,31.2%,-2.6%
S=c1[nH]nc(-c2ccccc2)n1/N=C/c1ccc(Cl)cc1,-2.7%,6.4%,11.2,-5.4%,28.5%,12.7%,-8.3%,2.9%,u
O=C(c1ccc(Br)cc1)C1CCc2occc2C1=O (stereo not given),-20.7%,-21.1%,1.4,-2.2%,-9.6%,-11.3%,-6.6%,u,u
CCOC(=O)N1CCC(N2CCN(S(=O)(=O)CC)CC2)CC1,-14.1%,-5.0%,4.2,-1.0%,1.8%,33.9%[activator],x,15.8%,-2.5%
COc1ccc(C(=O)Nc2ccc3c(c2)N(C)C(=O)c2ccccc2S3)cc1OC,-5.6%[60.1 µM],1.9%,-0.7,-1.1%,x,14.7%,-15.6%,-27.3%,1.3%
O=C(Nc1ccccc1C(=O)N1CCCCC1)C1CCCCC1,-7.1%,-8.8%,1.7,0.1%,-1.1%,-0.2%,-9.0%,15.1%,-11.9%
Cn1nc(-c2ccccc2)c(/C=N/O)c1Cl,-3.4%,-7.5%,-3.2,-6.4%,-0.1%,16.2%,-0.7%,-1.8%,-13.0%
Cc1cccc(Cn2cnc3c(nnn3Cc3ccccc3F)c2=O)c1,-2.4%,-10.0%,-9.4,-6.9%,-0.9%,-12.9%,i,49.3%,-9.7%
COc1cc(C(=O)COC(=O)C2CC2(Cl)Cl)cc(OC)c1OC (stereo not given),-18.0%,x,0.3,x,2.6%,82.1%[activator],i,x,-6.8%
COc1cc(C)ccc1OCc1cc(C(=O)N2CCCCCC2)no1,13.3%,u,6.8,-4.4%,10.6%,3.8%,i,7.2%,-9.6%
Cc1nn(-c2ccc(N3CCCC3)nn2)c(C)c1CCC(=O)Nc1ccc(F)c(Cl)c1,-8.8%,-3.7%,-0.8,-2.6%,x,11.0%,0.5%,4.0%,-14.0%
O=C(CN1CCN(S(=O)(=O)c2ccc(Br)cc2)CC1)Nc1ccc(F)cc1,-10.9%,-14.4%,-11.8,-5.6%,-4.5%,3.9%,6.6%,-18.5%,-9.8%
Cc1ccc(C(=O)NCC(c2ccc3c(c2)OCO3)N2CCN(C)CC2)cc1C (stereo not given),-3.1%[60.1 µM],-6.1%,-0.5,1.1%,x,u,1.0%,22.5%,-15.1%
Cc1ccccc1NC(=O)CSc1nc(N2CCCCC2)nc(N2CCCCC2)n1,-4.0%,-7.2%,-9.5,0.3%,-8.2%,-2.3%,i,10.2%,-11.8%
CCOc1ccc(CCNC(=O)COC(=O)c2cc(OC)c(OC)c(OC)c2)cc1OCC,x,-7.8%,x,-2.4%,12.6%,x,x,45.7%,x
O=C(c1ccc2c(c1)N(Cc1c(F)cccc1Cl)C(=O)c1ccccc1S2)N1CCCC1,-12.8%,-17.9%,x,-7.4%,x,5.2%,-7.0%,-1.2%,-29.3%
Cc1cc(=O)nc2c3ccccc3n(CC(=O)NCCC3=CCCCC3)n12,-25.7%,2.4%,14.3,-1.2%,8.4%,-27.2%,-1.8%,-35.1%,4.1%

# Some of these compounds in order of number of heavy atoms, falling:
canonical_smiles,POLK inh,Apoferritin bind,RXFP1 antagonist,BLM inh,APEX1 inh,Pol iota inh,PGK inhibitor,Pol beta inh,POLH inh
CCOc1ccc(CCNC(=O)COC(=O)c2cc(OC)c(OC)c(OC)c2)cc1OCC,x,-7.8%,x,-2.4%,12.6%,x,x,45.7%,x
O=C(Cc1ccc(NS(=O)(=O)c2ccc(F)cc2)cc1)NCc1ccccc1,-2.2%,u,-19.0,-5.2%,-3.4%,-1.8%,i,-17.6%,-9.8%
CCOC(=O)N1CCC(N2CCN(S(=O)(=O)CC)CC2)CC1,-14.1%,-5.0%,4.2,-1.0%,1.8%,33.9%[activator],x,15.8%,-2.5%

# The list is partial (hit frequency here may not be typical).
